# Thrombin inh – blocks human thrombin protease activity | P00734 | alpha-thrombin, Boc-VPR-AMC fluorogenic substrate cleavage | inhibition, % at 5 µM | 220,000 tested, 0.26% active;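 active = inhibition at or above 40%; inactive = inhibition below 40%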;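 also: 0% = enzyme with no compound and 100% = wells without enzyme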
#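 Material: human alpha-thrombin enzyme / Medium: pH 7.5 Tris (50 mM) with NaCl 150 mM, Tween 20 0.05% / Compound: single-point dosing at 5 µM, 0.2% DMSO / Incubation: enzyme reaction carried out at room temperature / Detection: AMC fluorescence, 355/460 nm / Read-out basis: percent inhibition scaled between no-compound controls and no-enzyme blanks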
# KCC2 mod – modulators of human KCC2 chloride dependent transport; Q9H2X9; KCC2 cells, thallium flux FluoZin-2 fluorescence; B-score of Tl+ flux slope (higher = more flux/activation; lower = inhibition) at 10 µM; 190,000 tested, 2.2% active;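 active = thallium flux slope and its plate-corrected score both differing from the plate sample mean at a set confidence after two filtering rounds, in either direction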;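 also: slope of fluorescence scaled to starting intensity during 10 to 20 s after thallium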
# L929 necroptosis – L929 zVAD cell death inhibition. L929 zVAD necroptosis rescue, ATP luminescence, 24 h; with zVAD 60 µM. viability rescue, % at 10 µM. 220,000 tested, 0.38% active. AID 1377;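 active = activation, scaled between plate controls, above about 75%, limit read from the data; inactive = activation under that limit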;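 also: 0% = zVAD with DMSO and 100% = DMSO alone without zVAD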
# Rad51 HR inh – Rad51 (human) homologous recombination inhibition; hRad51 DNA strand exchange, fluorescence dequenching; inhibition, % at 10 µM; 200,000 tested, 0.085% active; Q06609;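 active = inhibition above 40% at the single screening dose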;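 also: 0% = DMSO control wells and 100% = blanks with heterologous ssDNA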
# Target sequence (Q06609 whole entry, looked up): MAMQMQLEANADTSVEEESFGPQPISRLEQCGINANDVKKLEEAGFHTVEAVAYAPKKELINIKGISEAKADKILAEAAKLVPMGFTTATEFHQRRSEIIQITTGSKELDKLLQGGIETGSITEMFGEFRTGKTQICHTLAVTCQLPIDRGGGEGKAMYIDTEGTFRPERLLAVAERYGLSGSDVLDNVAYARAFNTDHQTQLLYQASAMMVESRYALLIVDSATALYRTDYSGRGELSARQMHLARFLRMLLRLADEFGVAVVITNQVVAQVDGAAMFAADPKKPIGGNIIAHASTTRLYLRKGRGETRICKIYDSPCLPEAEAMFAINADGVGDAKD
#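 Material: hRad51 filaments on single-stranded DNA; Reagent: Donor/quencher-labelled 47-bp dsDNA substrate; Compound: 10 µM final, single point; Schedule: 37 °C 15-min filament assembly, 30-min compound preincubation, 15-min exchange; Technique: FRET fluorescence, excitation 485 nm, emission 520 nm; Benchmarks: control wells and blank wells on each plate.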
# Hck-Nef inh – human Hck-Nef kinase inhibition. inhibition, % at 20 µM. 220,000 tested, 0.68% active. AID 463187. Recombinant Hck-YEEI plus Nef, Z-Lyte FRET kinase assay. P08631;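 active = Hck-Nef kinase inhibition above about 50%, limit read from the data; inactive = inhibition below that limit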;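 also: 0% = DMSO with Hck plus Nef and 100% = Hck alone without Nef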
# Target sequence (P08631 whole entry, looked up): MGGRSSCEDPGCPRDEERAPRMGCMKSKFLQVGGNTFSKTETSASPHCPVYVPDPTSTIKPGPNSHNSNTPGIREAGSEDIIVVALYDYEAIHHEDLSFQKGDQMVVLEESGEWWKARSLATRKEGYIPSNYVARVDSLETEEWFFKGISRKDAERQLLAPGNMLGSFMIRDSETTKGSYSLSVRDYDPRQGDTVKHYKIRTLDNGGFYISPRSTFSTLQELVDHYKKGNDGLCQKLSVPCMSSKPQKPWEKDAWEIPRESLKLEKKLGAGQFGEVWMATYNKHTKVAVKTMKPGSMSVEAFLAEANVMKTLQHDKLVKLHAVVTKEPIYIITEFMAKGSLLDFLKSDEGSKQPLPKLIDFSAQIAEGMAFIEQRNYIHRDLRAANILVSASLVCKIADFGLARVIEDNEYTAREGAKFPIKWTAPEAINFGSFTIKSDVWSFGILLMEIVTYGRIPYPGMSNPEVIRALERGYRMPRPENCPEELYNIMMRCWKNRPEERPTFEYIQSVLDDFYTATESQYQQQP
# FXIIa inh 1536 – inhibitors of human coagulation factor XIIa; 220,000 tested, 0.3% active; P00748; purified FXIIa, Boc-QGR-AMC fluorogenic substrate, 2 h; inhibition, % at 5 µM; in the data active = inhibition above about 40%;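 also: 0% = enzyme with no compound and 100% = blank without enzyme; many of its hits are not listed in these tables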
# FXIa inh – inhibitors of human coagulation factor XIa. AID 798. purified FXIa, Boc-Glu-Ala-Arg-AMC fluorogenic substrate. P03951. inhibition, % at 5 µM. 220,000 tested, 0.14% active;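 active = inhibition of at least 40%; inactive = inhibition below 40%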;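 also: fluorescence of freed AMC excited at 355 nm; 0% = enzyme without compound and 100% = no enzyme blank; many of its hits are not listed in these tables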
# TNF death inh – blocks TNF-alpha induced death of Jurkat FADD-/- cells | activation (protection from cell death), % at 10 µM | 220,000 tested, 0.068% active | Jurkat FADD-/- TNF necroptosis rescue, ATP luminescence, 24 h; 0 = TNF only, 100 = no-TNF cells;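 active = activation, meaning protection from cell death, of at least 50% relative to plate controls; inactive = activation below 50%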;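 also: necroptosis triggered by 40 ng/mL TNF-alpha added together with compound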
# hK5 inh – blocks human kallikrein 5 protease activity. inhibition, % at 5 µM. Q9Y337. 210,000 tested, 0.59% active. recombinant hK5, fluorogenic AMC substrate cleavage;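 active = inhibition of 40% or more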;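 also: 0% = enzyme controls without compound and 100% = no-enzyme blanks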
# Target sequence (Q9Y337 67-293 limits assumed): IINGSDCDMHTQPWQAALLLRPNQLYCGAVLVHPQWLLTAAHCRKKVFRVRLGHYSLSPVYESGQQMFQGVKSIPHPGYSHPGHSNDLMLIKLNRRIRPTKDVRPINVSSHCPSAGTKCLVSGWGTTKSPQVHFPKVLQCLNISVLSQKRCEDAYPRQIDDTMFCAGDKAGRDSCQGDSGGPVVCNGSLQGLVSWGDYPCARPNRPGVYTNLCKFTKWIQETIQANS
# An asterisk follows results filed as active; · = no result given. This is a subset. The share of hits here may be higher or lower than overall.
# Preview:
SMILES,Thrombin inh,KCC2 mod,L929 necroptosis,Rad51 HR inh,Hck-Nef inh,FXIIa inh 1536,FXIa inh,TNF death inh,hK5 inh
CCN1C(C)=C(C)S/C1=C1\SC(=S)N(NC(C)=O)C1=O,-4,·,1.5,-3,7,4,-3,-0.5,-2
OCCC1CN(Cc2cccn2-c2cccnc2)CCN1Cc1ccccc1 (stereo not drawn),-13,-0.71,-1.0,-3,20,6,2,1.3,7
CC(=O)Nc1cccc(NC(=O)C2CC(=O)N(c3ccc(C)cc3)C2)c1 (stereo not drawn),-1,-0.67,0.0,0,1,18,4,-2.1,-3
COc1cccc(C(=O)Nc2c(F)cccc2F)c1,-3,0.52,-0.2,·,7,10,2,-4.3,3

# The listing, previewed entries included:
SMILES,Thrombin inh,KCC2 mod,L929 necroptosis,Rad51 HR inh,Hck-Nef inh,FXIIa inh 1536,FXIa inh,TNF death inh,hK5 inh
CCN1C(C)=C(C)S/C1=C1\SC(=S)N(NC(C)=O)C1=O,-4,·,1.5,-3,7,4,-3,-0.5,-2
OCCC1CN(Cc2cccn2-c2cccnc2)CCN1Cc1ccccc1 (stereo not drawn),-13,-0.71,-1.0,-3,20,6,2,1.3,7
CC(=O)Nc1cccc(NC(=O)C2CC(=O)N(c3ccc(C)cc3)C2)c1 (stereo not drawn),-1,-0.67,0.0,0,1,18,4,-2.1,-3
COc1cccc(C(=O)Nc2c(F)cccc2F)c1,-3,0.52,-0.2,·,7,10,2,-4.3,3
COc1ccc(-c2csc(Cc3nc(O)cs3)n2)cc1,0,0.9,0.2,15,-6,1,-5,1.8,-21
O=C(NCCC1=CCCCC1)NC1CCCCC1,-6,-0.15,0.2,3,-1,8,0,4.4,12
Cc1cccc(OCCC(=O)Nc2nnc(C)s2)c1,-12,0.028,0.5,9,11,3,-4,3.9,-7
CCOC(=O)c1ccc(NC(=O)C2(c3ccccc3)CCCC2)cc1,2,0.18,-0.2,-1,0,9,0,-2.1,6
COc1ccc(-n2cnnc2SC(C)C(=O)Nc2cccc([N+](=O)[O-])c2)cc1 (stereo not drawn),12,1.6,-0.2,8,0,-4,14,0.8,0
Cc1sc2nc3c(SC(C)C(=O)O)cc(C(=O)c4ccccc4O)cn3c(=O)c2c1C (stereo not drawn),0,-2.4,0.4,-3,7,28,22,0.0,-14
CN(c1ccccc1)S(=O)(=O)c1cccc(NC(=O)CSc2n[nH]c(N)n2)c1,4,0.5,0.6,-8,15,10,2,-5.1,2
CCN(CC)S(=O)(=O)c1cc(NC(=O)Cc2n[nH]c(=O)c3ccccc23)ccc1C,5,-1.7,0.3,16,17,11,3,-8.6,3
Cc1ccc2c(c1)C1CN(C)CCC1N2C(=S)NC(=O)c1ccc(Br)cc1 (stereo not drawn),4,133*,-1.6,1,18,10,-1,1.8,2
NC(=NCCc1ccccc1)NS(=O)(=O)c1cccs1,-6,-1.1,-1.6,-6,19,12,11,0.4,10
CC(=O)N1N=C(c2ccc3ccccc3c2)OC12CCCC2,-5,-0.44,-0.6,15,6,6,7,-2.9,0
CCN1C(=O)[C@@H]2C(C(=O)c3cnccn3)=NN[C@@H]2C1=O,-6,0.64,0.4,-7,5,6,5,5.4,-5
CCOC(=O)c1[nH]c2ccc(Br)cc2c1NC(=O)CCN1CCOCC1,-5,0.54,1.0,13,12,2,-5,2.2,-7
COc1ccc(CN2C(=O)Cc3c2nc(N)c2c(N)nc(N4CCOCC4)c(C#N)c32)cc1,-3,-1.5,-0.2,-1,30,1,-3,-3.4,-3
NNC(=O)c1csc(-c2ccc(C(F)(F)F)cc2Cl)n1,1,0.33,1.5,20,10,8,4,3.1,3
O=C(C1CCCO1)N1CCc2ccccc21 (stereo not drawn),1,-0.42,-0.2,-1,0,22,4,-1.5,-2
N#CC1=C(S)N=C(N)C(c2nc(-c3ccccc3)cs2)C12CCCC2 (stereo not drawn),-7,-2.4,-0.1,-8,-1,-3,-15,-1.8,12
CCNC(=O)CCn1nc(-c2ccc(Cl)cc2)c2ccccc2c1=O,-4,·,-0.4,6,0,3,-19,-2.7,1
COC(=O)C(NC(C)=O)(Nc1sc2c(c1C(N)=O)CCCC2)C(F)(F)F (stereo not drawn),5,·,-0.6,-4,2,19,3,-0.2,-15
CC1(C)C2CCC1(C)C(Nc1ccccc1)C2 (stereo not drawn),-3,-0.3,1.1,14,1,-1,8,0.8,3
COc1ccc(-n2nc(C(=O)O)c3ccccc3c2=O)cc1,-3,0.27,-0.5,7,-1,6,-1,0.2,-6
O=C(Nc1ccc(-n2ccc(C(F)(F)F)n2)cc1)Nc1cccc(Cl)c1,-3,-0.47,6.4,9,1,3,-4,-5.8,-2
C=CCn1c(O)c(C=Nc2ccc(CN3CCCCC3)cc2)c(=O)[nH]c1=S,-4,-0.23,0.3,-2,8,0,4,-4.9,4
COC(=O)Cc1cc(=O)n2[nH]cnc2n1,1,-0.12,0.4,-7,0,24,28,-0.4,-4
O=C(NCCN1C(=O)S/C(=C\c2ccc(Cl)cc2)C1=O)c1ccc(F)c(S(=O)(=O)N2CCOCC2)c1,-4,0.59,-0.6,4,-2,6,1,-2.1,-7
CCCCNC(=O)Nc1c(C)cc(SC#N)cc1C,-2,0.55,10,-5,5,·,0,-6.5,2
CCn1c(SCC(=O)Nc2ccc(N3CCOCC3)c(Cl)c2)nnc1-c1ccc(N)cc1,6,·,-0.7,3,1,15,6,-0.8,9
CN1CCC(C(=O)N2CCCC(C(=O)c3ccc4c5c(cccc35)CC4)C2)CC1 (stereo not drawn),-8,-0.19,1.4,10,6,6,0,3.4,·
Cc1cc2nnc(SCC(=O)NCC3CCCO3)n2c2ccccc12 (stereo not drawn),-10,0.49,2.6,-44,29,5,-1,0.7,3
CC1CCN(C(=S)c2cccc(O)c2)CC1,17,1.4,5.0,9,30,13,-3,-0.1,-4
CCc1c(C)c2ccc(OCC(=O)OC)cc2oc1=O,2,-0.46,-0.1,2,1,5,-7,-2.4,22
CCCC1(C)Nc2ccccc2-c2nc3ccccc3n21 (stereo not drawn),-5,-0.86,0.5,-1,20,-20,-21,-1.0,-83
COc1ccc(C(=O)N2CCN(c3cnn(-c4ccccc4)c(=O)c3Cl)CC2)cc1,4,-0.86,0.1,11,-3,7,-1,2.5,-4
COC(=O)c1ccccc1N=Nc1c(C)noc1C,-1,1.3,0.5,-6,16,10,7,-3.0,-4
CCC(Sc1nc2cc3c(cc2c(=O)n1Cc1ccco1)OCO3)C(=O)Nc1ccccc1OC (stereo not drawn),-1,0.95,0.0,0,4,13,0,-3.6,-22
O=C(CNc1ccc2c(c1)OCO2)N/N=C\c1cn(Cc2ccc(F)cc2)c2ccccc12,3,0.15,0.3,-1,4,16,9,1.9,-23
Cc1cc(O)cc2c1C(c1ccc(F)cc1)CC1(CC(C)(C)NC(=S)N1)O2 (stereo not drawn),-8,1.4,0.3,5,16,5,-4,1.3,-1
COc1ccc(S(=O)(=O)n2ccc(-c3ccc(OCCN(C)c4ccccn4)cc3)n2)cc1,-6,·,-0.1,-9,1,-1,-4,-13,-9
O=C(CSc1ccc(Cl)cc1)NC1CCCC1,-3,0.057,0.0,-4,2,1,-1,2.2,-4
Cc1cc(C)n2nc(CCCCc3nc4nc(C)cc(C)n4n3)nc2n1,-12,-0.25,1.0,1,24,9,-2,0.9,4
COc1cccc(C(=O)NC(=S)Nc2ccc([N+](=O)[O-])cc2C)c1,0,6.6*,0.2,·,1,7,3,-0.1,-6
C/C(=N\N=C1/NC(=O)C(C)S1)c1ccco1 (stereo not drawn),3,0.04,-0.5,13,-18,12,7,-0.3,9
Clc1c(-c2nnc3n2CCCCC3)sc2ccccc12,-1,-0.85,0.9,0,3,10,0,-2.1,13
CCN(CC)CCCNc1cc2n(c(=O)n1)CCc1cc(OC)c(OC)cc1-2,-6,·,-0.1,-9,1,4,-8,0.6,-14
CCOC(=O)NN1C(=O)c2ccccc2NC1c1ccc(N(C)C)cc1 (stereo not drawn),-5,-0.56,1.2,5,0,3,6,-0.3,-15
COc1ccc(N(CC(=O)NCc2ccc(C)cc2)S(=O)(=O)c2ccccc2[N+](=O)[O-])c(OC)c1,15,-3,-2.7,-7,15,27,35,-0.5,23
COc1ccc(-c2noc(CSc3nc(N)cc(=O)[nH]3)n2)cc1,0,1,-0.2,8,28,9,1,-3.0,1
COc1cccc(/C=C/C(=O)NCc2cn3cc(Cl)ccc3n2)c1,-5,-1,1.7,8,7,·,-3,0.5,-4
COc1ccc2[nH]c(=O)c(CN(C(=O)c3cccnc3)c3ccc(C)cc3C)cc2c1,-1,0.34,0.1,-6,9,3,-5,-3.6,2
COc1ccccc1-n1c(-c2cc(-c3ccco3)[nH]n2)n[nH]c1=S,0,-0.67,1.1,-2,18,12,2,-0.5,2
CC/C(C)=C1\SC(N2CCN(C(C)=O)CC2)=NC1=O,-11,·,-0.3,-3,5,8,6,0.4,-18
CCCS(=O)(=O)N1CCC(CCOc2ccccc2)(C(=O)OCC)CC1,-3,-0.95,0.0,·,22,7,20,-0.1,1
N#Cc1nc(COc2ccc(Br)cc2)oc1NCCN1CCOCC1,6,·,1.4,-3,1,-7,13,0.8,45*
NC(=O)COc1ccc(NC(=O)OCc2ccccc2)cc1,-1,-1.1,0.0,-10,-1,9,-10,-0.4,-18
C=CCc1c(C)nc(C)nc1N/N=C/c1ccccc1O,-7,1.1,0.3,-3,0,4,2,-3.2,-232
C#CCNc1cc(C)nc2ncnn12,104*,-0.13,0.0,·,-1,15,7,-0.4,39
# Other compounds
SMILES,Thrombin inh,KCC2 mod,L929 necroptosis,Rad51 HR inh,Hck-Nef inh,FXIIa inh 1536,FXIa inh,TNF death inh,hK5 inh
CC1=CC(c2ccc(Cl)cc2)n2nc(NS(=O)(=O)c3ccc(C)cc3)nc2N1 (stereo not drawn),0,-0.11,0.5,0,5,12,1,0.1,9
COc1ccc(C(=O)c2ccc(OC)c(OC)c2)cc1,8,-0.15,-0.5,-5,3,16,7,-0.4,5
O=C1C(=O)N(c2ccccc2)C(c2ccccc2[N+](=O)[O-])/C1=C(\O)c1ccccc1 (stereo not drawn),8,-1.5,2.7,1,17,8,-5,-0.3,0
COc1cccc(OCC(=O)Nc2ccc(OC)c(OC)c2)c1,0,0.39,·,11,-9,16,0,0.9,-13
Cc1cccc(N2CCN(C(=O)CN3C(=O)NC(C)(C)C3=O)CC2)c1C,3,-0.069,1.0,3,3,4,-1,-1.5,-1
Cc1cccc(C)c1NC(=S)N1CCCN(Cc2ccc(F)cc2)C1,-8,-0.34,-0.2,4,15,1,-4,3.0,-2
CCCC1=NN2C(=N)/C(=C\c3cc(C)n(Cc4ccccc4)c3C)C(=O)N=C2S1,8,1,1.8,11,-6,14,7,1.3,5
Cn1c(=O)c2cc(S(=O)(=O)NCCC(=O)N3CC=C(c4ccccc4)CC3)ccc2n(C)c1=O,8,-0.4,0.2,-1,2,38,14,-2.1,10
COc1ccc(NC(=O)c2ccc(C(=O)c3ccccc3)o2)cc1,5,-1.5,0.3,-8,1,15,3,-0.6,5
CCOc1ccc(NC(=O)N2CCN(S(C)(=O)=O)CC2)cc1,0,-1.9,0.5,-33,19,6,-1,-0.9,4

# Screens from PubChem BioAssay.
